RXFP1 agonist: activates the human relaxin receptor RXFP1 | Q9HBX9 | HEK293T-RXFP1 cAMP TR-FRET, 30 min; response scale: percent of porcine relaxin response, buffer zero | Potency, µM (doses to about 57.5 µM), for the others: top-dose activation, actives largely listed as activators | 370,000 compounds, 0.3% hits; further: on the % scale 0 is the no-effect control and ±100 the full control effect; nearly all actives have a fitted effect of over 60% in size; many of its hits are not listed in these tables
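Agonist response is measured as cAMP accumulation in an RXFP1-transfected HEK293T line under PDE4 inhibition. Values are scaled between buffer-only and 29 nM porcine relaxin, and EC50s come from standard Hill equation fits.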
Vif-A3F inh: blocks the Vif interaction with APOBEC3F. HeLa A3F-eYFP + Vif (tagged APOBEC3F with the HIV-1 protein that degrades it), YFP fluorescence increase. Potency, µM (highest dose often 46.1 µM), without a hit: at the highest dose activity, negative = active. 390,000 compounds, 0.2% hits. AID 602313; further: % of control where 0% means no effect; nearly all actives have a fitted effect of over 65% in size
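HeLa cells stably expressing A3F-eYFP plus Vif, plated and incubated overnight at 37 deg C, then exposed to compounds overnight at 37 deg C. Blocked degradation read as raised yellow fluorescence (Ex 488/Em 500-530).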
mIDH1 inhibitor: inhibitors of human mutant IDH1 R132H; O75874; IDH1-R132H enzyme, NADPH consumption, diaphorase/resazurin fluorescence; Potency, µM (titrated, usually from 76.6 µM), without a hit: at the top dose activity change, negative = inhibition, usual class: inhibitors; 390,000 compounds, 0.093% hits; further: on the % scale 0 is the no-effect control and ±100 the full control effect; nearly all actives have a fitted effect of over 65% in size
Target sequence (O75874 whole entry R132H, stated change not applied): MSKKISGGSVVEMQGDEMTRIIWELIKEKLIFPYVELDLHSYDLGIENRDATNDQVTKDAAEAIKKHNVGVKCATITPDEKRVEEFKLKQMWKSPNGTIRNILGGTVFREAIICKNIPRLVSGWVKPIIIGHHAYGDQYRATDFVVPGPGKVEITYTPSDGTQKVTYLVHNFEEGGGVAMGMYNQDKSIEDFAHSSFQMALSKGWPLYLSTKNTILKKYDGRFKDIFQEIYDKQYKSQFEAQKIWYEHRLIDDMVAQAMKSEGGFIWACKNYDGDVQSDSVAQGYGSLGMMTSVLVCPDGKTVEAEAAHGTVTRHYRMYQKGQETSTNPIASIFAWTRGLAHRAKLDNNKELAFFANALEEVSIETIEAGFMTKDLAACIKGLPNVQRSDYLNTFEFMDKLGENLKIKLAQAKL
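IDH1-R132H (0.5 ug/mL) preincubated 30 min with compound, then NADPH (0.016 mM) and alpha-KG (2 mM) added; 80 min at RT, pH 7.5. Remaining NADPH coupled via diaphorase/resazurin to fluorescence (540/590 nm); concentration-response curves normalized to no-enzyme control.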
Vif-APOBEC3G blk: Vif-A3G binding inhibition. AID 602310. Potency, µM (top dose mostly 46.1 µM), without a hit: at the top dose activity, negative = active, usual class: inhibitors. HeLa A3G-eYFP + Vif (tagged APOBEC3G with the HIV-1 protein that degrades it), YFP fluorescence, overnight. Q9HC16. 410,000 compounds, 0.076% hits;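 further: on the % scale 0 is the no-effect control and ±100 the full control effect; nearly all actives have a fitted effect of over 60% in size; hits raise eYFP signal because A3G escapes Vif-driven loss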
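HeLa cells stably expressing Vif and C-terminally eYFP-tagged A3G, seeded overnight at 37 deg C, then exposed to compound by pintool overnight at 37 deg C. Rise in yellow fluorescence (Ex 488/Em 500-530, Acumen) marks blocked Vif-driven A3G degradation.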
TrxR1 inh: inhibitors of rat thioredoxin reductase 1 | 390,000 compounds, 1% hits | recombinant rTrxR1, NADPH fluorescence consumption, selenite substrate | Potency, µM (top dose mostly 114 µM), without a hit: at the highest dose activity change, negative = inhibition, most hits filed as inhibitors | AID 588453; further: on the % scale 0 is the no-effect control and ±100 the full control effect; nearly all actives have a fitted effect of over 65% in size
Target sequence (O89049 whole entry, looked up): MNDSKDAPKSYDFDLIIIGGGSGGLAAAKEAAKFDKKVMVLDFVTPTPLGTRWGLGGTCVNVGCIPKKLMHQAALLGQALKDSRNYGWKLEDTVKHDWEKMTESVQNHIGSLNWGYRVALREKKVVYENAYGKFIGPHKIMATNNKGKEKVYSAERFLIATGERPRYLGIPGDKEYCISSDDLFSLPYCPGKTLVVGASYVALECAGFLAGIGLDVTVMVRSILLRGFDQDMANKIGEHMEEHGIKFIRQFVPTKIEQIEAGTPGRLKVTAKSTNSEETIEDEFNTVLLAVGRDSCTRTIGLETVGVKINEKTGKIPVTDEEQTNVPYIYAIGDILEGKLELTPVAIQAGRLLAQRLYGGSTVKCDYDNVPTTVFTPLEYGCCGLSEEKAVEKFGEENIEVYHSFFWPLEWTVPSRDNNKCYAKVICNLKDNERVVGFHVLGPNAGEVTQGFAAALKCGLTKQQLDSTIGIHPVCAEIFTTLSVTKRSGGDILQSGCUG
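Rat TrxR1 (90 nM in the dispensed reagent) was pre-reduced with 400 uM NADPH for 5 min at room temperature, then incubated with compound for 15 min. After 400 uM selenite was added, NADPH fluorescence (Ex 340/Em 450 nm) was followed for 8 min.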
RGS4 inh: inhibitors of human regulator of G protein signaling 4; P49798; Transcreener GDP fluorescence polarization, RGS4-accelerated GTP hydrolysis; Potency, µM (doses to about 114 µM), for inactives: at the highest dose activity change, negative = inhibition, usual class: inhibitors; 390,000 compounds, 0.039% hits; AID 504845; further: on the % scale 0 is the no-effect control and ±100 the full control effect; nearly all actives have a fitted effect of over 75% in size; some results filed as inactive show a strong effect at the top dose
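MLSMR compounds (23 nl, pin-transferred) preincubated 10 min at room temperature with a 500nM (2x) first reagent, then RGS4 at 900nM (2x) plus Transcreener GDP mix added; fluorescence polarization (620/688 nm) read before and after 90 min at 30 °C.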
USP1 inh: blocks the human USP1/UAF1 deubiquitinase complex; 390,000 compounds, 0.23% hits; Potency, µM (top dose mostly 57.1 µM), for inactives: at the top dose activity change, negative = inhibition, hits mostly inhibitors; recombinant USP1/UAF1, Ub-Rhodamine cleavage fluorescence; AID 743255; further: on the % scale 0 is the no-effect control and ±100 the full control effect; nearly all actives have a fitted effect of over 60% in size; inactives centre near -12
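High-throughput fluorogenic screen: 1nM USP1/UAF1 complex, Ub-Rho substrate 150nM final, 50mM HEPES pH 7.8 with 0.5mM EDTA, 0.1 mg/ml BSA, 1mM TCEP and 0.01% Tween-20.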
ALOX12 inh: blocks human arachidonate 12S-lipoxygenase | AID 1671190 | 580,000 compounds, 1.1% hits | purified 12hLO, xylenol orange hydroperoxide absorbance | P18054 | Potency, µM (titrated, usually from 108 µM), without a hit: top-dose activity change, negative = inhibition, most hits filed as inhibitors; further: on the % scale 0 is the no-effect control and ±100 the full control effect
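Purified human 12hLO (150 nM final) in 25 mM Hepes, 0.01% Triton X-100, pH 7.0 was preincubated 15 min at room temperature with compound. Then 40 uM arachidonic acid was added, 30 min. Hydroperoxide was read by Fe-XO absorbance ratio 573/405 nm.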
TrxR1 substrate: substrates of rat thioredoxin reductase 1; 390,000 compounds, 0.01% hits; Potency, µM (series often up to 114 µM), for inactives: at the highest dose activity change, negative = substrate turnover; purified TrxR1 substrate turnover, NADPH consumption readout; further: on the % scale 0 is the no-effect control and ±100 the full control effect; nearly all actives have a fitted effect of over 50% in size
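Rat TrxR1, dispensed at 90 nM, was prereduced with 400 uM NADPH (final) for 5 min at ~22 deg C, then incubated with compound 15 min before 400 uM selenite. A first-read NADPH fluorescence drop versus no-compound background flagged substrates.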
An asterisk follows results filed as active; ? = inconclusive; . = no result given; [ ] = remark or other dose. The call rests on the fitted dose curve; in most records, active means well fitted curve in the direction sought with a large enough effect; inconclusive means small, poorly fitted or top-dose-only effect, or another doubt; inactive means no such curve, though single readings can be large; an effect the other way counts as inactive or inconclusive. Potency means the concentration at half of the fitted maximal effect.

Values run as follows: RXFP1 agonist	Vif-A3F inh	mIDH1 inhibitor	Vif-APOBEC3G blk	TrxR1 inh	RGS4 inh	USP1 inh	ALOX12 inh	TrxR1 substrate
O=C(NCC1CCCO1)c1cccc2ccccc12 (configuration not stated)
→ -4.5%	-4%	1%	-1%	24%	9%	-12%	8%	5%
O=C(CCC(=O)c1cccs1)NCc1ccncc1
→ 3.0%	-6%	-1%	2%	29%[57.1 µM]	1%	-19%	1%	5%[57.1 µM]
NC(=O)c1ccc(NC(=O)CCc2nc3ccccc3s2)cc1
→ 0.5%	-12%	2%	-6%	29%	-4%	-11%	-20%	2%
CC1CCCCN1S(=O)(=O)c1ccc(S(=O)(=O)N2CCCC2)cc1 (configuration not stated)
→ -0.2%	2%	-2%	6%	8%	5%	-30%	12%	1%
CCn1cc(CN2CCC(n3nccc3NC(=O)c3cccc(F)c3)CC2)cn1
→ 1.9%	-17%	7%	0%	-18%	7%	-11%	19%	-12%
Cn1c(N)c(C(=O)COC(=O)CC(NC(N)=O)c2ccc(Cl)cc2)c(=O)n(C)c1=O (configuration not stated)
→ 0.9%	7%	4%	3%	-7%	-18%	-7%	10%	-10%
CCn1c(SCC(=O)c2ccc3c(c2)OCCO3)nnc1-c1ccco1
→ 1.5%	3%	14%	2%	50µM*	-44%	-7%	?	1%
CC1CCN(S(=O)(=O)c2ccc3c(ccn3CCC(=O)N3CCCCC3)c2)CC1
→ 0.7%	-18%	10%	2%	10%	18%	-12%	-15%	-4%
CN(C)c1ccc(CN(CC2CCCO2)C(=O)COc2ccc(Cl)cc2)cc1 (configuration not stated)
→ -1.9%	5%	15%	-4%	18%	-19%	-12%	-30%	3%
Cc1cccc(N2CCN(C(=O)Cn3cccc3)CC2)c1C
→ -1.5%	2%	-7%	0%	-45%	8%	-13%	23%[57.4 µM]	2%[57.1 µM]
COc1cccc(CNC(=O)Cc2ccc(S(=O)(=O)N3CCOCC3)s2)c1
→ -0.2%	-5%	-3%	2%	6%	-18%	-3%	-23%	-1%
CC(C)c1c(Cl)c(O)c(-c2ccccc2)c(=O)n1-c1ccc(F)cc1
→ -0.6%	-4%	?	0%	15%	16%	-17%	?	0%
CCOc1ccc(N(Cc2ccccc2)C(=O)c2nc(S(C)(=O)=O)ncc2Cl)cc1
→ -0.2%	5%	34%[activator]	-30%	2.2µM*	?	?	1%	5%
O=C(COC(=O)COc1ccccc1F)Nc1ccc(Cl)cn1
→ 0.8%	-1%	-10%	-3%	24%	15%	-27%	30%	3%
COc1cccc(C(=O)/C=C/Nc2cc(C)ccc2O)c1
→ 3.4%	-15%	4%	1%	3%	14%	?	0%	-7%

(further entries)
Values run as follows: RXFP1 agonist	Vif-A3F inh	mIDH1 inhibitor	Vif-APOBEC3G blk	TrxR1 inh	RGS4 inh	USP1 inh	ALOX12 inh	TrxR1 substrate
CC(C)CN1C(=O)C(=O)N(CC(=O)N(C)CC(=O)Nc2ccc(F)cc2)C1=O
→ 1.6%	0%	2%	-1%	-5%	3%	-15%	?	-8%
CCOC(=O)c1c(NC(=O)/C=C/c2ccc(C)cc2)sc2c1CCCC2
→ -1.0%	-5%	-4%	1%	10%	-7%	0%	-3%	-4%
CC(CNC(=O)COc1ccccc1)OC(=O)Nc1ccc(Cl)c(Cl)c1 (configuration not stated)
→ -0.8%	0%	6%	-10%	-18%	6%	1%	-14%	-19%
COC(=O)C1=C(C)N(C)C(C)=C(C(=O)OC)C1c1ccc(F)c(Br)c1
→ 0.7%	8%	-15%	-13%	21%[57.1 µM]	-31%	-25%	10%	-14%
CC(C)OCc1c(C(=O)OC/C(O)=C(\C#N)c2nc3ccccc3[nH]2)oc2ccccc12
→ 18%	?	-1%	-4%	-2%[57.1 µM]	-15%	-18%	1%	-7%[57.1 µM]
O=C(Nc1cnccn1)c1cccs1
→ 0.0%	-8%	-2%	-9%	-6%	6%	6%	26%	9%[57.1 µM]
O=C(O)CCCCCNCc1c(Cl)cccc1Cl
→ -2.6%	-13%	-4%	-3%	-9%	31%	-1%	-10%	-4%
NC(=O)c1ccccc1NC(=O)C(c1ccccc1)c1ccccc1
→ .	-4%	0%	2%	9%	-20%	-20%	19%	7%
Cn1c(SCc2cccc(C(F)(F)F)c2)nnc1-c1ccco1
→ 0.4%	4%	5%	0%	-8%[57.1 µM]	-27%	-16%	0%	22%[57.1 µM]
COc1ccccc1CC(=O)Nc1ccc(S(=O)(=O)N(C)C2CCN(C)CC2)cc1
→ 2.3%	0%	4%	2%	15%	6%	-8%	2%	2%
CC(C)[C@H](NC(=O)NCCc1ccccc1)C(=O)O
→ -0.1%	-9%	-3%	-4%	6%[57.1 µM]	13%	-8%	0%	6%[57.1 µM]
COc1ccc(C)cc1N(CC(=O)NCCN1CCOCC1)S(=O)(=O)c1ccccc1
→ 0.3%	0%	1%	2%	8%	6%	-9%	8%	3%
CC(=O)Nc1ccc(S(=O)(=O)NC2(C(F)(F)F)C(=O)NC(C)=C2C#N)cc1 (configuration not stated)
→ -0.1%	0%	0%	2%	?	-12%	-8%	-2%	0%
CCOC(=O)C1=CNS(=O)(=O)NC1CCc1ccccc1 (configuration not stated)
→ .	6%	-13%	-1%	-1%	2%	-20%	2%	-5%
CCOc1cccc2cc(-c3nc4ccc(C(=O)O)cc4[nH]3)c(=O)oc12
→ 18%	.	.	.	-2%[57.1 µM]	-10%	?	4%	5%[57.1 µM]

Next part:
Values run as follows: RXFP1 agonist	Vif-A3F inh	mIDH1 inhibitor	Vif-APOBEC3G blk	TrxR1 inh	RGS4 inh	USP1 inh	ALOX12 inh	TrxR1 substrate
O=C(/C=C/c1ccc(Cl)cc1Cl)N(Cc1ccccc1)C1CCS(=O)(=O)C1 (configuration not stated)
→ 1.0%	-3%	2%	0%	-1%	-12%	-18%	-19%	-11%
COc1ccc(-c2nc3cc(C)ccn3c2NC(=O)c2cccc(F)c2)cc1
→ 0.2%	0%	-2%	-13%	-4%	-4%	-8%	-14%	-5%
CC[C@]12c3[nH]c4ccc(Cl)cc4c3CCN1C(=O)[C@@H](CC(=O)NCc1ccco1)C[C@@H]2C(=O)N1CCN(C(=O)C2CC2)CC1
→ .	6%	-4%	0%	7%	21%	-13%	?	-3%
CCn1c(=O)c2[nH]c(Cl)nc2n(CC)c1=O
→ .	7%	-2%	1%	.	.	-21%	-31%	.
COc1cc(OC)cc(C(=O)Nc2ccc(-c3nc4ccccc4s3)c(C)c2)c1
→ 13%	0%	-2%	-25%	-5%[57.1 µM]	-25%	-14%	-7%	3%[57.1 µM]
CCOCCn1ccc2c(OCC(=O)Nc3ccc(OC)c(OC)c3)cccc2c1=O
→ 0.3%	0%	-9%	-3%	1%[57.1 µM]	-13%	-13%	-15%	0%[57.1 µM]
Cn1ncc(Br)c1NC(=O)CSc1ccc(Cl)cc1
→ 0.2%	-2%	17%	0%	22%	9%	-13%	?	4%
COc1ccc2c(c1)C(C)=CC(C)(C)N2C(=O)Nc1ccccc1
→ 0.6%	5%	10%	-6%	-21%	-21%	-3%	?	78%[activator]

Shown with bars between the fields: part of the list above.
Structure | RXFP1 agonist | Vif-A3F inh | mIDH1 inhibitor | Vif-APOBEC3G blk | TrxR1 inh | RGS4 inh | USP1 inh | ALOX12 inh | TrxR1 substrate
O=C(NCC1CCCO1)c1cccc2ccccc12 (configuration not stated) | -4.5% | -4% | 1% | -1% | 24% | 9% | -12% | 8% | 5%
O=C(CCC(=O)c1cccs1)NCc1ccncc1 | 3.0% | -6% | -1% | 2% | 29%[57.1 µM] | 1% | -19% | 1% | 5%[57.1 µM]
NC(=O)c1ccc(NC(=O)CCc2nc3ccccc3s2)cc1 | 0.5% | -12% | 2% | -6% | 29% | -4% | -11% | -20% | 2%
CC1CCCCN1S(=O)(=O)c1ccc(S(=O)(=O)N2CCCC2)cc1 (configuration not stated) | -0.2% | 2% | -2% | 6% | 8% | 5% | -30% | 12% | 1%
CCn1cc(CN2CCC(n3nccc3NC(=O)c3cccc(F)c3)CC2)cn1 | 1.9% | -17% | 7% | 0% | -18% | 7% | -11% | 19% | -12%
Cn1c(N)c(C(=O)COC(=O)CC(NC(N)=O)c2ccc(Cl)cc2)c(=O)n(C)c1=O (configuration not stated) | 0.9% | 7% | 4% | 3% | -7% | -18% | -7% | 10% | -10%
CCn1c(SCC(=O)c2ccc3c(c2)OCCO3)nnc1-c1ccco1 | 1.5% | 3% | 14% | 2% | 50µM* | -44% | -7% | ? | 1%
CC1CCN(S(=O)(=O)c2ccc3c(ccn3CCC(=O)N3CCCCC3)c2)CC1 | 0.7% | -18% | 10% | 2% | 10% | 18% | -12% | -15% | -4%
CN(C)c1ccc(CN(CC2CCCO2)C(=O)COc2ccc(Cl)cc2)cc1 (configuration not stated) | -1.9% | 5% | 15% | -4% | 18% | -19% | -12% | -30% | 3%

A portion of the library (hit frequency here may not be typical).
